Screens as filed in PubChem BioAssay.
uPA generation – blocks generation of uPA at the cell surface; cell surface uPA generation assay, qHTS; Potency, µM (series often up to 38.3 µM), for inactives: at the highest dose activity change, negative = inhibition, most hits filed as inhibitors; 330,000 tested, 0.31% active; AID 540303; active = well fitted inhibition curve with a large enough effect; inconclusive = small, poorly fitted or top-dose-only effect; inactive = no such curve, though single readings can be large or run the other way; tested in mouse RAW 264.7 cells; also: potency is read from the fitted curve at half-maximal effect; nearly all actives have a fitted effect of over 55% in size
USP2a block – USP2a (human) protease inhibition; O75604; USP2 core, Ub-CHOP2 coupled fluorogenic reporter, 485/531; Potency, µM (titrated, usually from 38.3 µM), for the others: at the top dose activity change, negative = inhibition, usual class: inhibitors; 330,000 tested, 0.01% active;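 also: potency is read from the fitted curve at half-maximal effect; plate controls were DMSO wells for no effect and full inhibition by NEM control for full effect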
Target sequence (O75604 whole entry, looked up): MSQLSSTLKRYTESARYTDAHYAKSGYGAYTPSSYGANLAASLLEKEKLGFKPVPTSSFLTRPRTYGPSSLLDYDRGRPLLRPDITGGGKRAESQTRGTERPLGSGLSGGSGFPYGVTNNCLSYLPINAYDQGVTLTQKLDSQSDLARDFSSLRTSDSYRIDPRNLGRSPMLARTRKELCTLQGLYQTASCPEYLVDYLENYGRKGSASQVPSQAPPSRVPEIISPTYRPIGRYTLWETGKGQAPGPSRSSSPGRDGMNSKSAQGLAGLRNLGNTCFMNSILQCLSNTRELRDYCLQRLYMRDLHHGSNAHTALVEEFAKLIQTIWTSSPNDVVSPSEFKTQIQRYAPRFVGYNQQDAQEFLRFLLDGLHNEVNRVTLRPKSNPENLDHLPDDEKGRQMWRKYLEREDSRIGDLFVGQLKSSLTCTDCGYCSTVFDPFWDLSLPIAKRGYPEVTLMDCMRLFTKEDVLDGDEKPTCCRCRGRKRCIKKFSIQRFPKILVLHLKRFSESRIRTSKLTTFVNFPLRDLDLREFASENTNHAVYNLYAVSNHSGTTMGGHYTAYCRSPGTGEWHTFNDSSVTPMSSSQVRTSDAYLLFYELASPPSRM
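Deubiquitinase activity read as fluorescence (485/531 nm) after Ub-CHOP2 cleavage activates the enterokinase reporter on its substrate; USP2 core 10nM, Ub-CHOP2 and substrate 25nM each, 30min compound preincubation then 60min RT; data normalized to NEM, curves fitted.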
Giardia kill – kills Giardia lamblia; AID 540267; activity change, % at 7.66 µM, hits read low; 340,000 tested, 0.15% active; Giardia lamblia trophozoite viability; in the data active = activity change below about -80%; inconclusive = between about -30% and that limit;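 also: parasites exposed to compound for two days anaerobically before the ATP read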
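Trophozoites 100 cells/well + cpd; 48 hrs, 37 deg C, anaerobic. ATPLite 1-Step added, 15-30 min RT, luminescence read (ATP-based viability).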
B2AR arrestin – recruits beta-arrestin to the human beta2-adrenergic receptor; P07550; beta-arrestin recruitment to beta2AR, cell-based reporter; Potency, µM (series often up to 46.1 µM), inactives show at the top dose activation, hits mostly activators; 330,000 tested, 0.02% active;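 also: potency is read from the fitted curve at half-maximal effect; 0% = DMSO controls and full agonism = EC100 isoproterenol or metaproterenol; nearly all actives have a fitted effect of over 65% in size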
Target sequence (P07550 whole entry, looked up): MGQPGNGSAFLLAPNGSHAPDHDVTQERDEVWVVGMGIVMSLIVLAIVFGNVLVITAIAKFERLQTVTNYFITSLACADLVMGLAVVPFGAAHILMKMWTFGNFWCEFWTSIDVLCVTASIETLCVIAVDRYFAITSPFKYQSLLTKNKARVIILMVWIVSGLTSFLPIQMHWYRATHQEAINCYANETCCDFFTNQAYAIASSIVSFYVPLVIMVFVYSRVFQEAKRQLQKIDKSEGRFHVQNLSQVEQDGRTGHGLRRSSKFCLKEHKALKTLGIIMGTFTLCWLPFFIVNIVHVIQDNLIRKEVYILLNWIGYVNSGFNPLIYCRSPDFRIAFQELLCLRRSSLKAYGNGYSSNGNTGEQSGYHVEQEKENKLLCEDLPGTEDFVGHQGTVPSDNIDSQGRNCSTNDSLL
KCNH2 3.1 block – inhibitors of human KCNH2 3.1 potassium channel isoform | activity change, % (tested at about 1.8 µM) | U2OS KCNH2 3.1, thallium flux FluxOr; stronger effect = lower value | 340,000 tested, 0.95% active | AID 720553;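 active = maximum activity change below -70%; inconclusive = maximum activity change from -70% to -50%; inactive = maximum activity change above -50%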;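 also: thallium influx rate constant from kinetic fluorescence after stimulation buffer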
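U2OS cells transduced with KCNH2 3.1 mutant virus (1.77 x 10^8 /mL, 4 h), plated overnight at 37 C, loaded 45 min with FluxOr dye plus Red40 quencher. Thallium flux rate constant from kinetic reads after stimulation buffer, normalised to controls.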
Chronic BCR inh – chronic active BCR signaling inhibition; 340,000 tested, 0.05% active; Potency, µM (highest dose often 46.1 µM), for inactives: top-dose ratio change, negative = lower green/red ratio, usual class: inhibitors; ABC-DLBCL IkBa-CBG/CBR reporter, luminescence ratio, 4 h; active = well fitted inhibition curve with a large enough effect in the signal ratio, with a control signal flat, not every such curve was filed as active; inconclusive = small, poorly fitted or top-dose-only effect, or effect the other way, or a change in a side signal; the % refers to the signal ratio;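 also: potency is read from the fitted curve at half-maximal effect; plate controls were basal doxycycline-induced cells for no effect and cells given 10 µM MG132 for full effect; MG132 reads +100%, hits lower the ratio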
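TMD8 human ABC-DLBCL cells with doxycycline-inducible IκBα–green luciferase fusion and unfused red luciferase, in 0.5% FBS medium; compounds up to 46 uM, 4 h at 37C. Green/red luminescence ratio, filter-overlap corrected, fitted to concentration-response curves.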
Eya2 phos inh – blocks the phosphatase activity of human Eya2. O00167. recombinant Eya2, OMFP fluorescence dephosphorylation (OMFP is methylfluorescein phosphate). Potency, µM (doses to about 76.9 µM), for inactives: at the top dose activity, negative = inhibition, usual class: inhibitors. 330,000 tested, 0.006% active. AID 488837; also: potency is read from the fitted curve at half-maximal effect
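Eya2 protein (added as 0.2 uM solution) was preincubated with compound for 10 min at ambient temperature in 50 mM HEPES pH 7.5, 50 mM NaCl, 5 uM MgCl2, 0.05% BSA, 1 mM DTT. OMFP (added at 50 uM) then reacted 10 min; fluorescence read at 485/525 nm.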
FBPA coupling cs – inhibits coupling enzyme system, counter-screen for aldolase hits; AID 2472; activity change, negative = inhibition, % at 58.2 µM, hits read low; 290,000 tested, 0.67% active; coupling enzyme system counterscreen, AmpLite Red fluorescence; in the data active = activity change below about -30%
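Fluorescence at 525 nm excitation and 598 nm emission measured inhibition of the coupled detection system without aldolase. Compounds (at 57.5 uM final) were preincubated 10 min at room temperature with coupling enzyme reagent before a 20 min substrate/AmpLite Red step.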
PKM2 activator – increases activity of human pyruvate kinase M2 | P14618 | purified PKM2, Kinase-Glo ATP luminescence, activation; response scale: 0% is enzyme alone, no compound | Potency, µM (titrated, usually from 57.5 µM), inactives show top-dose activation, most hits filed as activators | 260,000 tested, 0.34% active | AID 1631; also: potency is read from the fitted curve at half-maximal effect; nearly all actives have a fitted effect of over 55% in size
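Kinase-Glo luminescence reports ATP generated from ADP (0.1 mM) and PEP (0.5 mM) by purified hPK-M2 after 1 h at room temperature, pH 7.2 imidazole buffer; intermediate enzyme activity allows detecting inhibitors and activators.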
hERG WT inh – KCNH2 (human, wildtype) channel inhibition; 340,000 tested, 0.37% active; activity change, % at 1.84 µM; U2OS, BacMam KCNH2, thallium flux FluxOr; stronger effect = lower value; AID 720551; Q12809;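 active = maximum activity change below -70%; inconclusive = maximum activity change between -70% and -50%; inactive = maximum activity change above -50%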
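U2OS cells transduced with wild-type KCNH2 virus are loaded with FluxOr dye for 45 min, and thallium flux is measured in kinetic reads before and after stimulation buffer. Rate constants are normalized to DMSO controls.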
GALK inh – galactokinase (human) inhibition. P51570. Purified GALK, Kinase-Glo residual ATP luminescence. Potency, µM (top dose mostly 57.5 µM), inactives show top-dose activity change, negative = inhibition, hits mostly inhibitors. 270,000 tested, 0.007% active. AID 1868; also: potency is read from the fitted curve at half-maximal effect
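Quantitative HTS: GALK 5 nM, ATP 35 uM, galactose 100 uM, 1 h room temperature, then luciferase-based ATP detection.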
* marks the source's active call; other numbers are inactive results; ? = inconclusive; . = no result given; & = joins results of further samples; [ ] = dose if it differs, or a comment. Unless noted, calls follow the shape of the dose curve; as a rule, active = well fitted curve in the direction sought with a large enough effect; inconclusive = small, poorly fitted or top-dose-only effect, or another doubt; inactive = no such curve, though single readings can be large; an effect the other way counts as inactive or inconclusive. Unless noted, % is scaled to controls: 0 for no effect and ±100 for the full control effect.

canonical_smiles	uPA generation	USP2a block	Giardia kill	B2AR arrestin	KCNH2 3.1 block	Chronic BCR inh	Eya2 phos inh	FBPA coupling cs	PKM2 activator	hERG WT inh	GALK inh
Cc1c(C(=O)N(C)Cc2ccccc2)oc2ccc(S(=O)(=O)N3CCCC3)cc12	-6.6%	-7.9%	6.1	-0.9%	0.6	-11.7%	-11.0%	0.3	?	-0.8	-1.5%
NNC(=O)c1cc(-c2ccc(N)cc2)nc2ccc(Br)cc12	0.9%	1.2%	-25.8	3.1%	12.9	4.4%	1.2%	1.6	0.6%	-0.2	-1.2%
O=c1[nH]c(C2CCN(S(=O)(=O)Cc3ccccc3)CC2)nc2c1nnn2Cc1ccccc1	-3.1%	-13.1%	-21.0	2.5%	-22.4	?	-15.6%	0.0	0.6%	1.4	7.8%
NNc1nc2c(Cl)cccc2s1	2.1%	-1.6%	14.7	?	-10.5	?	-1.3%	-3.1	-31.6%	0.9	-5.7%
O=C(Nc1ccccc1Cc1ccccc1)c1ccccc1F	3.9%	-4.2%	6.3	-0.9%	-10.4	10.8%	-5.8%	1.8	.	-1.6	9.2%
COc1ccc(NC(=O)c2cccc(N3C(=O)C4C5C=CC(C6CC56)C4C3=O)c2)cc1 (stereo unspecified)	-14.1%	-0.8%	4.2	-0.5%	-13.2	0.0%	8.0%	2.2	0.8%	12.2	3.0%
O=c1[nH]c2ccccc2n1CCCSCCCn1c(=O)[nH]c2ccccc21	.	-7.0%	6.7	0.4%	2.4	?	-10.0%	-7.4	1.4%	5.1	1.7%
O=C(c1cccc(OC2CCN(Cc3cc(F)cc(F)c3)CC2)c1)N1CCCC1	1.7%	1.9%	13.9	-0.4%	-24.7	-4.3%	1.0%	4.2	5.0%	-7.6	2.4%
C(=N\Nc1nc(N2CCOCC2)nc(N2CCOCC2)n1)/c1cccnc1	.	1.5%	2.3	0.0%	-16.1	-13.0%	2.2%	-0.4	-6.4%	-11.7	2.2%
COc1ccc(Cl)cc1C(=O)Nc1nc2ccccc2[nH]1	-14.6%	0.8%	?	-0.3%	-4.4	?	-3.6%	-3.4	-7.7%	-0.6	0.6%
CN1CCN(/N=C/c2nc(-c3ccccc3)n3ccccc23)CC1	-0.3%	-2.4%	-15.2	0.5%	11.9	-5.6%	-4.6%	-5.9	-8.9%	-17.1	-0.1%
CCc1ccc(C2CC(c3ccccc3)Nc3nc(N)nn32)cc1 (stereo unspecified)	5.7%	-1.5%	15.4	5.6%	10.5	?	-1.2%	-0.6	-3.5%	-7.4	-2.4%
COc1ccc(/C=C(\C#N)C(=O)C(C)(C)n2cncn2)cc1	3.2%	0.8%	7.9	0.1%	1.0	6.3%	-5.9%	-1.1	-2.2%	-5.3	-0.3%
Nc1ncnc2nc(N3CCN(C(=O)c4ccccc4)CC3)[nH]c12	3.5%	-1.7%	-8.4	-0.9%	-7.2	-0.6%	-3.0%	0.6	12.9%	8.0	2.7%
CCOC(=O)N1C(=O)c2cc(OC)ccc2S1(=O)=O	-2.5%	-0.6%	-19.2	0.2%	-3.2	10.3%	-14.9%	-10.8	-9.0%	7.4	2.8%
COCc1cc(C)nc2sc(C(=O)OC)c(N)c12	1.3%	-0.2%	-3.4	-0.3%	-4.3	?	-37.1%	0.6	-1.1%	13.4	-0.2%
CCCCNC(=O)c1cc2cc(CC)ccc2[nH]1	1.5%	-3.6%	0.8	-0.4%	-5.7	1.5%	9.5%	1.1	-1.2%	2.0	-1.7%
C=CCN1C(=O)C2(NC(=O)c3ccccc3N2)c2ccccc21 (stereo unspecified)	-10.2%	1.0%	-4.2	0.4%	5.0	?	-3.4%	2.8	0.2%	0.0	14.2%
O=C(C1CCCN(S(=O)(=O)c2cccc3nsnc23)C1)N1CCN(c2ccccn2)CC1 (stereo unspecified)	-4.5%	0.6%	9.3	0.2%	-15.0	-10.6%	-28.2%	-2.3	-0.2%	5.5	-3.4%
Cc1cccc(NC(=O)c2cnccn2)c1	2.2%	-1.6%	-2.5	-0.4%	7.6	-0.1%	-1.1%	3.6	-3.4%	-9.9	3.5%
CCN(CC)C(=O)c1cn(CCC#N)nc1-c1ccc2ccccc2c1	4.1%	-0.9%	0.9	-0.4%	-18.7	-3.4%	-16.2%	-12.0	-0.2%	-7.3	6.0%
COc1cccc2c(=O)n(CC(=O)N3CCC(C)CC3)ccc12	2.3%	3.0%	9.5	-0.1%	18.7	10.8%	15.0%	-0.5	-10.7%	3.5	-3.9%
Cn1cc([C@@H]2C[C@H]3CN(C4CCCC4)C(=O)[C@]34CCCN24)c(-c2ccccc2)n1	3.0%	0.4%	2.3	0.3%	-2.7	0.8%	-4.1%	-1.7	-10.3%	14.7	5.2%
COc1ccc(C(=O)CSc2nnc(-c3cc(C)on3)o2)cc1	0.8%	2.9%	8.8	-0.1%	29.4	5.2%	0.0%	-0.8	7.8%	.	1.0%
CNC(=O)c1[nH]nc2c1CCc1ccccc1-2	-4.9%	-2.1%	7.6	0.2%	5.7	0.0%	-4.3%	-6.3	.	-3.9	-4.1%
O=C(Cn1[nH]c(=O)c2ccccc2c1=O)NNC(=O)c1ccccc1	6.3%	0.0%	10.0	1.0%	18.3	-2.8%	-4.1%	3.6	3.3%	-269.8*	9.5%
O=C(CCC(=O)N1CCOc2ccccc21)Nc1cc(F)ccc1F	-0.1%	1.0%	8.2	0.2%	-0.5	14.5%	-2.8%	0.6	-0.2%	12.2	.
Cc1cc(C)n(CCO)c(=O)n1	.	2.2%	1.3	-0.2%	1.2	?	0.1%	1.8	1.2%	-3.0	-3.0%
Cc1nc2nc(C)c(CCC(=O)NC3CCCCC3)c(C)n2n1	-0.3%	-1.6%	29.0	-0.2%	.	7.9%	5.3%	-1.3	-4.0%	8.9	2.6%
COCCn1nnnc1C1(N(Cc2cc3cc(C)ccc3[nH]c2=O)CC2CCCO2)CCN(C)CC1 (stereo unspecified)	1.8%	3.1%	33.0[activator]	0.3%	4.6	-1.2%	9.4%[15.4 µM]	-1.2	-3.4%	-9.7	0.6%
CCc1nc(N)nc(N)c1-c1ccc(Cl)cc1	?	2.1%	5.2	-0.1%	-0.3	-16.7%	0.8%	-0.7&4.1&2.5	-11.0%	4.9	4.6%
CC(=O)c1ccc(NC(=O)Nc2sc(NS(=O)(=O)c3ccccc3)nc2C)cc1	4.2%	-5.2%	15.1	-0.1%	-3.0	?	0.9%	0.5	0.3%	-2.2	4.2%
Cc1cc(F)ccc1S(=O)(=O)Nc1ccccc1C(=O)Nc1ccccc1N1CCOCC1	1.0%	-6.2%	-10.7	-1.3%	7.5	0.1%	15.8%	10.3	-0.8%	-8.0	2.6%
O=C(COc1ccccc1)OCc1cc(-c2ccco2)on1	-0.1%	1.2%	9.7	0.5%	-6.1	-0.8%	-5.2%	.	.	2.0	.
Cc1cccc(-n2ccnc2SCC(=O)O)c1C	-1.3%	2.3%	10.6	-1.6%	-13.2	3.8%	-2.9%	4.9	-16.7%	-11.5	-0.1%
CCc1ccc(NC(=O)CNCc2ccc(OC)c(OC)c2)cc1	-2.6%	1.3%	-5.8	0.5%	7.8	-1.9%	8.1%	1.8	.	7.3	-2.6%
CC(C)c1ccc(S(=O)(=O)N2CCN(CCC(=O)Nc3ccc(N(C)C)cc3)CC2)cc1	-0.6%	-1.9%	-1.0	-0.4%	-15.6	?	-39.1%	-3.3	13.2%	13.2	-0.2%
CCCC(=O)N(CCN1CCOCC1)c1nc2c(OC)ccc(OC)c2s1	-19.9%	-1.6%	-3.4	-0.5%	4.5	2.9%	?	-2.4	.	10.1	1.8%
CN(C)CCN1C(=O)C(O)=C(C(=O)c2cc3ccccc3o2)C1c1cccc(Br)c1 (stereo unspecified)	-2.3%	6.1%	-2.9	-0.3%	0.9	-4.2%	-9.3%	9.3	-1.8%	-0.7	.
CCOc1cc(C2C(C#N)=C(N)Oc3n[nH]c(-c4ccncc4)c32)cc([N+](=O)[O-])c1O (stereo unspecified)	-1.0%	-5.2%	-11.2	-0.1%	-0.3	7.4%	-15.3%	-3.7	-10.7%	-12.9	-2.4%
